Screening data: PubChem BioAssay, National Center for Advancing Translational Sciences (NCATS)
B2AR arrestin ag: ADRB2 beta-arrestin recruitment; P07550; HTLA Tango cells, beta-arrestin recruitment, luciferase luminescence, 18 h; Potency, µM (highest dose often 46.1 µM), for inactives: at the highest dose activation, hits mostly activators; 44,000 tested, under 10 active; AID 1347077;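 note: potency is the fitted concentration of half-maximal effect; 0% = DMSO and full agonism = EC100 isoproterenol or metaproterenol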
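Receptor–beta-arrestin recruitment read by tTA-responsive luciferase: compound titrations (up to 46 µM) incubated 18 h with Tango cells, then luminescent substrate 15 min at room temperature. Concentration-response fits classified by r2, efficacy and activity.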
FH mod: Identification of activators of human fumarate hydratase by quantitative high-throughput screening; Fumarate hydratase, mitochondrial (Homo sapiens), P07954; FH coupled MDH/diaphorase resazurin fluorescence, 15 min; Potency, µM (doses to about 79.9 µM), inactives show at the top dose activity change, negative = inhibition, hits mostly inhibitors; actives 0.22% (n = 54,000); AID 1347055, 2019; note: potency is the fitted concentration of half-maximal effect; % is set by controls: 0 for no effect and ±100 for the full control effect; the screen sought activators but most active calls are inhibition curves; nearly all actives have a fitted effect of over 45% in size
Target sequence (P07954 whole entry, looked up): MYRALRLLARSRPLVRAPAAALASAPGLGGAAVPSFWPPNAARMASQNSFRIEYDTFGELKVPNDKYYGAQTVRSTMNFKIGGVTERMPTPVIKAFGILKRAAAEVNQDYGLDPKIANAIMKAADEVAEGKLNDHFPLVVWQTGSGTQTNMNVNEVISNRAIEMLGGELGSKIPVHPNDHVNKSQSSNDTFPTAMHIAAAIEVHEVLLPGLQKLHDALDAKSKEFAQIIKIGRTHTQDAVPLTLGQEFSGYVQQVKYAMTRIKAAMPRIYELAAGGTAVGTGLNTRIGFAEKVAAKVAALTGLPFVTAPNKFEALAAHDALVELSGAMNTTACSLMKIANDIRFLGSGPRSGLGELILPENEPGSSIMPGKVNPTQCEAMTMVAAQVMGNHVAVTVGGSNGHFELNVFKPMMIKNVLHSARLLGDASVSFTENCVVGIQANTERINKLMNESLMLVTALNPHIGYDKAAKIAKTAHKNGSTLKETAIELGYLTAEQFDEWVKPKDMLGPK
NTMT1 inh: inhibitors of human N-terminal methyltransferase NTMT1; Q9BV86; NTMT1 MTase-Glo SAH luminescence, purified enzyme; Potency, µM (series often up to 114 µM), inactives show at the highest dose activity change, negative = inhibition, usual class: inhibitors; actives 2.5% (n = 59,000); AID 1645870;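 note: potency is the fitted concentration of half-maximal effect; plate controls were DMSO vehicle for no effect and no enzyme for full effect; nearly all actives have a fitted effect of over 65% in size; many of its hits are not listed in these tables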
GALK inhibitor: GALK (human) enzyme inhibition; P51570; recombinant GALK, Kinase-Glo ATP luminescence, 1 h; Potency, µM (doses to about 57.5 µM), for the others: at the highest dose activity, negative = inhibition, most hits filed as inhibitors; 44,000 tested, under 10 active; AID 1347072;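 note: plate controls were full GALK reaction for no effect and reaction lacking GALK for full effect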
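Luminescent ATP-depletion readout (Kinase-Glo Plus, 10 min) after 1 h RT reaction of 5 nM GALK, 35 uM ATP, 100 uM galactose, pH 8.0 HEPES buffer. Decreased kinase activity scored as inhibition.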
TSG101-PTAP inh: inhibitors of HIV-1 PTAP binding to human TSG101, validation; Potency, µM (highest dose often 115 µM), for the others: top-dose activity change, negative = inhibition, hits mostly inhibitors; Q99816; AID 1347069; 44,000 tested, under 10 active; Fluorescence polarization, FITC-PTAP peptide/Tsg101, 20 min; note: potency is the fitted concentration of half-maximal effect; 0% is about no effect
Target sequence (Q99816 whole entry, looked up): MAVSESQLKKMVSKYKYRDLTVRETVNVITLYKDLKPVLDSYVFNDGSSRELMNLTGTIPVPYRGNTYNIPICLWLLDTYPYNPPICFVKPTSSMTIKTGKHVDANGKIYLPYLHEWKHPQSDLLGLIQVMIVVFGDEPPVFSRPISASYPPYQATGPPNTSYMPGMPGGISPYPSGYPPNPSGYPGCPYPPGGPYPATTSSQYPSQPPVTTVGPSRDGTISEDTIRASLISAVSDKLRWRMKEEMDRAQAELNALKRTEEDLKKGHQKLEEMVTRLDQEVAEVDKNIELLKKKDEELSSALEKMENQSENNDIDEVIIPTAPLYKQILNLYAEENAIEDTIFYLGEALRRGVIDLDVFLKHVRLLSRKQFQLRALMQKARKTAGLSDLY
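Fluorescence polarization: Tsg101 binding domain (10 uM final) in 10 mM HEPES pH 7.5, 0.15 M NaCl, 0.01% Tween 20, 3 mM EDTA, 0.1 mM TCEP; compounds pinned; FITC-PTAP peptide 50 nM final; 20 min, r.t.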
p53null 32C tox: kills p53 null cells at the permissive temperature | H1299-neo p53 null cells, ATP luminescence, 24 h, 32C | actives 0.62% (n = 55,000) | Potency, µM (doses to about 46.1 µM), without a hit: at the highest dose activity change, negative = cytotoxicity, hits mostly cytotoxic | AID 903;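 note: potency is the fitted concentration of half-maximal effect; 0% = DMSO only and -100% = full killing by 100 µM tamoxifen; nearly all actives have a fitted effect of over 55% in size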
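Overnight 37C seeding (600 cells/well) of H1299-neo preceded a 24 hr, 32C exposure to compounds up to 46 uM. ATP levels, read by luminescence after 20 min at RT, indicated surviving cells.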
p53null 39C kill: kills p53 null cells at the nonpermissive temperature. H1299 p53-null (neo) cells, 39C, ATPlite viability, 24 h. Potency, µM (titrated, usually from 46.1 µM), for inactives: at the top dose activity, negative = cell killing, actives largely listed as cytotoxic. actives 0.97% (n = 55,000);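 note: potency is the fitted concentration of half-maximal effect; 0% = DMSO only and -100% = full killing by 100 µM tamoxifen; nearly all actives have a fitted effect of over 50% in size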
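ATP-luminescence viability readout (ATPlite, 20 min RT) after 24 hr compound treatment at 39C of H1299-neo or H1299-p53A138V cells; titration up to 46 uM; normalized to DMSO and 100 uM tamoxifen; Hill-fit AC50.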
* hit, by the source's call; ? = inconclusive; / = not tested or not shown; [ ] = dose if it differs, or a comment. Calls come from the whole dose curve; as a rule, active = well fitted curve in the direction sought with a large enough effect; inconclusive = small, poorly fitted or top-dose-only effect, or another doubt; inactive = no such curve, though single readings can be large; an effect the other way counts as inactive or inconclusive.

Each structure is followed by: FH mod | p53null 32C tox | B2AR arrestin ag | TSG101-PTAP inh | NTMT1 inh | GALK inhibitor | p53null 39C kill
CCN(C(=O)NCc1noc2ccccc12)c1cc(C)ccc1C
 : -1% | 1% | -1% | -1% | 9% | ? | 2%
CCc1cccc(C)c1NC(=O)CSc1nnc(CC)n2c1cc1occc12
 : -10% | -16% | 0% | -2% | 7% | -7% | ?
Cc1ccc(-n2c(SCc3nc(-c4ccc(Cl)cc4)no3)nnc2-c2ccncc2)cc1
 : ? | 13% | 0% | -9% | -2% | 1% | ?
O=C(NC1CC(=O)N(c2ccc(Cl)cc2)C1)c1cccs1 (stereo unspecified)
 : -5% | 1% | -3% | -5% | 8% | -1% | 35%[activator]
CC(C)COc1ccc(C(=O)N2CCN(CCc3ccccn3)CC2)cc1
 : 4% | -5% | -4% | 0% | 14% | 0% | -4%
Cc1[nH]c(=O)[nH]c(=O)c1S(=O)(=O)Nc1cccc(Cl)c1C
 : -2% | 6% | -2% | 1% | 7% | 4% | 8%
COC(=O)c1cc(NC(=O)CCS(=O)(=O)c2cc(Br)cc3c2N(C(=O)C2CC2)CC3)cc(C(=O)OC)c1
 : 2% | 4% | -2% | -4% | -14% | 1% | 20%
CCc1ccc(OC(=O)CSc2nnc(-c3ccc4c(c3)OCO4)o2)cc1
 : -15% | -8% | -3% | -2% | -8% | 3% | -15%
COc1ccc(C(=O)NCC(c2ccco2)S(=O)(=O)c2cccs2)cc1OC (stereo unspecified)
 : ? | -2% | -3% | 0% | -12% | -1% | 16%
CCOC(=O)c1c(S(=O)(=O)NCC(=O)Nc2ccc(Cl)c(C(F)(F)F)c2)c(C)n(C)c1C
 : ? | 15% | -3% | -11% | 21% | -2% | 5%
CCOc1ccc2c(c1)c(=O)c(C(=O)c1ccc(C)cc1)cn2Cc1ccccc1OC
 : -13% | 2% | 2% | -1% | -7% | -3% | 43%[activator]
CC(=O)N1CCCc2cc(S(=O)(=O)N3CCCC(C(=O)N4CCN(c5ccccc5)CC4)C3)ccc21 (stereo unspecified)
 : 4% | 3% | 0% | 0% | 0% | -7% | 14%
CCN(CC)C(=O)CSc1nnc2ccc3ccccc3n12
 : -4% | -5% | -5% | 1% | -1% | -12% | -10%
Cc1ccc(-c2nc(CS(=O)(=O)CC(=O)NCc3ccccc3Cl)c(C)o2)cc1
 : -3% | -5% | 0% | 1% | -2% | 8% | -2%
CCc1ccc(CN(Cc2ccco2)C(=O)COc2ccccc2Cl)cc1
 : -15% | 35%[activator] | -1% | -3% | 2% | -1% | ?

Brought forward from above: two compounds, followed by the next part.
Each structure is followed by: FH mod | p53null 32C tox | B2AR arrestin ag | TSG101-PTAP inh | NTMT1 inh | GALK inhibitor | p53null 39C kill
Cc1ccc(-c2nc(CS(=O)(=O)CC(=O)NCc3ccccc3Cl)c(C)o2)cc1
 : -3% | -5% | 0% | 1% | -2% | 8% | -2%
CCc1ccc(CN(Cc2ccco2)C(=O)COc2ccccc2Cl)cc1
 : -15% | 35%[activator] | -1% | -3% | 2% | -1% | ?
COc1ccc(CNC(=O)c2ccc3c(c2)N(Cc2ccccc2F)C(=O)c2ccccc2S3(=O)=O)cc1
 : -11% | -7% | 0% | -2% | 0% | -1% | 11%
COc1ccccc1-c1nn(CCC(=O)Nc2ccccc2)c2nc(C)cc(C)c12
 : -23% | 12% | -2% | -5% | 9% | 4% | -21%
Cc1cccc(-c2cc(C(=O)O)c3c(-c4ccc(F)cc4)[nH]nc3n2)c1
 : 25% | -3% | 0% | 0% | -2% | 3% | 0%
CCOc1ccc2nc(Cl)c(C3CC(c4ccc(OC)cc4)=NN3S(C)(=O)=O)cc2c1 (stereo unspecified)
 : / | 15% | 0% | 6% | / | 2% | -12%
CC(C)(C)c1ccc(C(=O)NCC(c2cccs2)S(=O)(=O)c2ccccc2)cc1 (stereo unspecified)
 : -19% | 15% | -2% | 3% | -2% | 3% | 6%
Cc1cccc(-n2ncc(C(=O)N3CCc4ccccc4C3)c2C2CCN(C(=O)OC(C)(C)C)CC2)c1
 : -17% | -2% | 0% | -8% | -4% | 0% | 6%
O=c1cc(CSc2ncn[nH]2)[nH]c2ccc(F)cc12
 : -12% | -1% | 1% | -1% | -16% | -2% | 4%
CCCSc1nnc2c(n1)OC(c1ccc(Br)s1)Nc1ccccc1-2 (stereo unspecified)
 : 0% | -7% | -2% | -10% | 15% | 3% | -5%
COc1ccc(S(=O)(=O)c2nnn(-c3ccc(C(C)C)cc3)c2C)cc1
 : -10% | -2% | 2% | -1% | 18% | 0% | -3%
CSc1ncc(C(=O)Nc2ccccc2C(F)(F)F)c(-c2ccccc2)n1
 : -14% | 6% | -1% | -7% | 89µM* | -3% | 0%
COc1cccc(NC(=O)c2ccc3c(c2)CCN3S(C)(=O)=O)c1
 : -4% | ? | -3% | -3% | -2% | 6% | ?
COc1cc(NC(=O)c2ccc(-c3nc(CSc4ccccc4)c(C)o3)cc2)cc(OC)c1
 : -23% | 8% | 0% | 0% | 10% | 0% | 22%
COc1ccc(-c2cc3nc(C)c(CCC(=O)N4CCN(c5ccccc5)CC4)c(C)n3n2)c(OC)c1
 : -16% | 2% | 0% | -3% | -6% | -1% | -16%
Cn1c(=O)c(=O)n(C)c2cc(S(=O)(=O)N3CCCC3C(=O)Nc3ccc(F)cc3)ccc21 (stereo unspecified)
 : 2% | ? | 1% | -7% | -3% | 1% | 12%
COC(=O)c1cc2sccc2n1CC(=O)Nc1ccc(OC)c(OC)c1
 : 3% | -1% | 0% | 0% | -4% | -3% | 9%
Cc1noc(Cn2c(=O)c3ccccc3n(CC(=O)Nc3cc(Cl)ccc3C)c2=O)n1
 : 1% | -3% | 1% | 1% | 1% | 2% | -1%
CC1=C(C(=O)OCc2ccc(C)cc2)C(c2ccccc2F)CC(=O)N1 (stereo unspecified)
 : -23% | 22% | -2% | -2% | -9% | 1% | ?
CC(C)c1ccc(NC(=O)C2CCCN(S(=O)(=O)c3ccc(Br)s3)C2)cc1 (stereo unspecified)
 : -20% | 15% | -1% | -2% | 9% | -6% | 25%
Cc1csc2nc(COC(=O)CNC(=O)c3ccc(F)cc3)cc(=O)n12
 : -13% | -3% | 1% | -2% | 1% | -11% | -12%
COc1cc(NC(=O)N2CCC3(CC2)Nc2ccccc2-n2cccc23)cc(OC)c1OC
 : -17% | 3% | -1% | 2% | 7% | 0% | ?
Cc1cc(OCC(=O)N(Cc2ccc(N(C)C)cc2)C2CCS(=O)(=O)C2)cc(C)c1Cl (stereo unspecified)
 : -29% | 9% | -2% | 0% | -7% | 0% | 4%
CCCCCn1c(=O)[nH]c2cc(C(=O)NCc3ccccc3)ccc2c1=O
 : 2% | -1% | 1% | -5% | -6% | 0% | 9%
COc1ccc(N(CC(=O)N2CCN(c3ccc(F)cc3)CC2)S(=O)(=O)c2c(C)nn(C)c2C)cc1
 : -6% | -6% | -2% | 0% | 1% | 0% | -11%
O=C(CSc1nc(-c2ccc(F)cc2)cc(C(F)(F)F)n1)NCc1ccccc1
 : 4% | -13% | 0% | 0% | 8% | 2% | ?
NC(=O)C1CCN(c2csc3ccc(F)cc3c2=O)CC1
 : 3% | -3% | 0% | 2% | -1% | 1% | -15%
Cc1cccc(-c2nc3c4ccccc4nc(NCc4ccccc4Cl)n3n2)c1
 : -13% | -7% | 5% | 1% | 5% | 4% | -14%
Cc1sc2c(c1C)c(=O)n(-c1ccc(Cl)cc1)c(=O)n2Cc1c(F)cccc1Cl
 : 3% | 2% | 0% | -3% | 2% | 2% | -25%
Cc1cc(-c2ccc(C)c(S(=O)(=O)NC3CCCCC3)c2)on1
 : -9% | -9% | 1% | -3% | -3% | 2% | -21%
Cc1cc(C)c2oc(C(=O)Nc3c(C(=O)c4ccccc4)oc4ccccc34)cc(=O)c2c1
 : 1% | 0% | -1% | -1% | 12% | -2% | -20%
CCOC(=O)Cn1c(=O)oc2cc(S(=O)(=O)N3CCN(c4cccc(C)c4)C(C)C3)ccc21 (stereo unspecified)
 : -20% | 3% | 0% | 0% | -2% | 0% | -22%
CCn1c(C)c(C)c2cc(C(=O)NCCCN3CCCCC3C)ccc21 (stereo unspecified)
 : -10% | 4% | 0% | 0% | ? | 4% | 13%
O=c1c(=O)n(-c2ccc(F)c(F)c2)ccn1Cc1ccc(F)cc1Cl
 : 2% | -3% | 0% | 0% | 19% | 1% | ?
COc1ccccc1-c1cc(C(=O)NCCc2ccccc2)no1
 : / | -1% | 1% | -1% | / | -4% | -24%
CCOC(=O)c1ccccc1NC(=O)NCc1cccn1Cc1ccc(F)cc1
 : -16% | 11% | -3% | 0% | 7% | 3% | -12%
Cc1cc2nn(-c3ccc(Cl)cc3)nc2cc1NC(=O)C(C)C
 : -5% | -1% | 7% | -4% | 13% | -2% | -14%
CC1CCCCN1c1csc2ccc(F)cc2c1=O (stereo unspecified)
 : 1% | -5% | 0% | 2% | -13% | 2% | ?
CCOc1ccccc1NC(=O)C(Cc1ccccc1)NS(=O)(=O)c1ccc2c(c1)oc(=O)n2C (stereo unspecified)
 : 1% | -7% | 0% | 6% | 2% | 0% | -7%
Cc1ccc2ncc(C(=O)N3CCN(c4ccccc4F)CC3)c(=O)n2c1
 : 0% | 1% | -1% | -4% | 6% | 1% | 6%
COc1ccc(NC(=O)Cn2c(=O)n(CCCCCC(=O)NCc3ccc4c(c3)OCO4)c(=O)c3sccc32)cc1Cl
 : 1% | 4% | -2% | -5% | -7% | 6% | -4%
CC(CNC(=O)Cc1ccc(NC(=O)N2CCSc3ncccc32)cc1)c1ccccc1 (stereo unspecified)
 : 2% | -2% | 1% | -1% | 0% | 2% | 8%
Cc1c(-c2ccc(Cl)cc2)c(=O)oc2ccc(OC(=O)N3CCOCC3)cc12
 : -5% | -4% | -2% | 1% | ? | 2% | 0%
CCOc1ccc(NC(=O)c2cc(S(=O)(=O)N3CCCCC3)c[nH]2)cc1
 : 4% | 8% | -1% | -2% | 16% | 7% | -15%
O=C(CCC(=O)c1ccccc1)Nc1ccc(F)c(Cl)c1
 : 1% | 10% | 2% | 0% | 14% | 0% | 7%
CCOc1ccc(NC(=O)Cn2c(=O)oc3cc(S(=O)(=O)N4CCCCCC4)ccc32)cc1
 : 3% | -9% | 1% | 0% | 19% | 2% | -7%
COc1cc(NC(=O)C2CCN(c3cnc4ccccc4n3)CC2)cc(OC)c1OC
 : 4% | -6% | 0% | 2% | 18% | -1% | -12%

Only part of the results is shown, so the mix of outcomes need not match the whole.
